SR-BI HDL uptake: inhibitors of SR-BI mediated HDL lipid uptake, primary screen, ldlA[mSR-BI] cells, fluorescence, single point. 320,000 tested, 0.96% active. ldlA[mSR-BI] CHO cells, DiI-HDL uptake fluorescence, 3 h. AID 488896, 2010. inhibition, % at 12.5 µM;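 active means mean replicate inhibition of at least 70% and a set share of replicates each scoring 70 or more; inconclusive means meets just one of the two criteria; inactive means fails both criteria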;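 further: 0% = median of neutral control wells and 100% = median of positive control wells; values of inactives mirror those of a sister screen read the other way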
DAGLB inh: DAGLB lipase inhibitors, primary screen, biochemical, fluorescence, HTS; 340,000 tested, 0.059% active; HEK293T DAGLB membrane lysate, EnzChek fluorogenic substrate; AID 504411, 2011; inhibition, % at 5.17 µM; in the data active means inhibition above about 34%;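 further: 0% = enzyme with vehicle and 100% = wells lacking enzyme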
PKA-R2B act: activators of PKA-R2B holoenzyme, primary screen, biochemical, fluorescence polarization, Cy5-IP20, human | cAMP-dependent protein kinase catalytic subunit beta (Homo sapiens) + cAMP-dependent … | PKA-R2B holoenzyme dissociation; R2B truncated from residue 108, S112A mutant; 0% DMSO only, 100% 113 µM cGMP | activation, % at 11.4 µM | 340,000 tested, 0.079% active | AID 504700, 2011;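 active means activation above a cutoff set at the mean over all compounds plus 3 SD, cut at about 18% in these data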;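 further: higher means more holoenzyme dissociation and a rise in polarization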
Cardiac RTF inh: cardiac RTF calcium sensitivity inhibitors, primary screen, biochemical, IANBD-TnC fluorescence, EC70 calcium; 340,000 tested, 0.12% active; inhibition, % at 7.15 µM; Troponin I, cardiac muscle (Homo sapiens) + Troponin T, cardiac muscle (Homo sapiens) + …; IANBD-labeled cardiac RTF, Ca2+ fluorescence; AID 493244, 2011;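 active means inhibition above the mean inhibition of all tested compounds plus 3 SD, cut at about 17% in these data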;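 further: assay run at fixed EC70 calcium of 1.6 mM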
Keap1 Nrf2 FP: Keap1-Nrf2 protein-protein interaction inhibitors, primary screen, biochemical, fluorescence polarization, single point; inhibition, % at 9.4 µM; Kelch-like ECH-associated protein 1 (Homo sapiens), Q14145; 340,000 tested, 0.15% active; Keap1 Kelch-Nrf2 peptide fluorescence polarization, 1536-well; in the data active means inhibition above about 12%; inconclusive means no clear call, values can overlap the other calls; inactive means below about 7.3%;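 further: human Keap1 Kelch domain with fluorescein labeled Nrf2 9mer peptide probe; 0% = neutral control wells and 100% = peptide positive control; higher means more block of Keap1 binding to Nrf2 peptide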
SR-BI DiI-HDL act: activators of SR-BI mediated DiI-HDL uptake, primary screen, ldlA[mSR-BI] CHO cells, DiI fluorescence. activation, % at 12.5 µM. 3 h; 100 = double the neutral-control signal. AID 504775, 2011. 320,000 tested, 0.096% active;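 active means mean replicate activation of at least 60% and every replicate at or above 60%; inconclusive means mean or all-replicate condition met, but not both; inactive means mean below 60% and not all replicates reaching 60%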;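 further: 0% = median plate neutral-control signal and 100% = twice that signal; values of inactives mirror those of a sister screen read the other way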
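system = CHO ldlA[mSR-BI] cells, LDL receptor-null, SR-BI overexpressing | medium = Ham's F12 with 0.5% BSA, HEPES 25 mM, pH 7.4 | probe or stimulus = DiI-HDL 10 µg/mL | compound dosing = single-point compound dose | incubation = compound exposure 3 h, 37 °C | technique = DiI fluorescence, bottom read | read-out = cell-associated DiI fluorescence as measure of HDL uptake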
LANA DNA inh: inhibitors of KSHV C-LANA binding to DNA, primary screen, biochemical, fluorescence polarization, FAM-LBS DNA, MBP-C-LANA, single point; 340,000 tested, 0.078% active; AID 504423, 2011; inhibition, % at 9 µM;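 active means highest replicate inhibition at or above 60% at 9 µM, even if other replicates fall short; inactive means all replicates below 60% inhibition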;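 further: 0% = neutral control wells and 100% = 4 µM acridine orange control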
Arr AP2 block: inhibitors of beta-arrestin/AP2 binding, primary screen, biochemical, GPCR trafficking, flow cytometry | 340,000 tested, 0.31% active | beta-arrestin 1 C-terminal peptide binding to AP2 beta2-adaptin appendage (human) | inhibition, % at 10 µM | FITC-arrestin peptide / GST-AP2 beads; AP2 beta2 appendage carries R879A mutation;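 active means inhibition above a set limit, near 3 SD of compounds lacking own fluorescence, cut at about 54% in these data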;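 further: plate controls were DMSO wells for no effect and 5 µM unlabelled arrestin peptide for full effect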
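Measured by: flow cytometry, FL1 (488/535 nm); Material: AP2 appendage R879A on GSH beads; Evaluation: percent response; Timing: pre-incubation 12 min, peptide binding 1 h, room temperature; Also added: 50 nM FITC-arrestin peptide; Medium: PBS with 0.05% Tween 20 and 0.1% BSA.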
NSD2 inh: NSD2 histone methyltransferase inhibitors, primary screen, biochemical, AlphaScreen, single concentration, set 2; NSD2 peptide methylation, 120 min; Histone-lysine N-methyltransferase NSD2 (Homo sapiens), O96028; inhibition, % at 12.5 µM; 310,000 tested, 0.54% active; in the data active means inhibition above about 50%
Target sequence (O96028 whole entry, looked up): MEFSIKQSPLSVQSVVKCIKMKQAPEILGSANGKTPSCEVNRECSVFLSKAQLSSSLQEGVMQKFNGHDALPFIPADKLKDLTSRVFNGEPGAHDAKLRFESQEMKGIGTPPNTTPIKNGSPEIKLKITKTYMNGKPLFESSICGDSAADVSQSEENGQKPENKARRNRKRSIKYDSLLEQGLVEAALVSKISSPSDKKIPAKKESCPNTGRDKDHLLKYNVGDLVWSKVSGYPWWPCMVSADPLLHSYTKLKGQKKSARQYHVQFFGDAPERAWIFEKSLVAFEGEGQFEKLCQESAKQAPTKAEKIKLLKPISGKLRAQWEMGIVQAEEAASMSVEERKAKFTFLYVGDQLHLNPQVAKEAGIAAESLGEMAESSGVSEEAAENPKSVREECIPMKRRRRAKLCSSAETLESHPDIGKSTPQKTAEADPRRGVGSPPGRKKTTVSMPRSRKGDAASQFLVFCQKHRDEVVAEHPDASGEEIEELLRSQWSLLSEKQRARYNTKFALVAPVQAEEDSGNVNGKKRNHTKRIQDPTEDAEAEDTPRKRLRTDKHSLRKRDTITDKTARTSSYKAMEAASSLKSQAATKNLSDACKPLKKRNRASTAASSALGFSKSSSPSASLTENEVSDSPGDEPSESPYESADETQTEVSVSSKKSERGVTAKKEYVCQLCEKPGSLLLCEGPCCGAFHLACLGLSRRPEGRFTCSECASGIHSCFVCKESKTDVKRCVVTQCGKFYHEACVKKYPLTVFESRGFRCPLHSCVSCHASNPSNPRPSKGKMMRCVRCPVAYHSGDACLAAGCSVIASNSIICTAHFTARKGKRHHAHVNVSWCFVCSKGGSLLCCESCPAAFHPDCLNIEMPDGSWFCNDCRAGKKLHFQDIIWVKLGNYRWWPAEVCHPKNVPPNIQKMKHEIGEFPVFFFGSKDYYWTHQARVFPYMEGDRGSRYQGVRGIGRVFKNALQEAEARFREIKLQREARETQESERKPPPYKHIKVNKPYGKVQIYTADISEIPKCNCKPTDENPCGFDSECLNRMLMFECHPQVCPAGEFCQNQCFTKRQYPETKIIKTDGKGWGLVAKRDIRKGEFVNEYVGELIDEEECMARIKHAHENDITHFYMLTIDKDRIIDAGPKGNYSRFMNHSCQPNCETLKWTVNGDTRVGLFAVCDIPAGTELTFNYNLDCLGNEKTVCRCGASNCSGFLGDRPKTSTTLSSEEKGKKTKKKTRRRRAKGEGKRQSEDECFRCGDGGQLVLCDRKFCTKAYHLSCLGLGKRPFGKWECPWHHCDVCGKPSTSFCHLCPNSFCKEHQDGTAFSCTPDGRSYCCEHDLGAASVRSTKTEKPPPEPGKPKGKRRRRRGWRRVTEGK
PvdQ inh: P. aeruginosa PvdQ acylase inhibitors, primary screen, biochemical, fluorescence, plate reader and imaging, single point; PvdQ acylase [Pseudomonas aeruginosa LESB58]; purified PvdQ acylase; inhibition, % at 10 µM; 340,000 tested, 0.063% active; AID 488965, 2010; in the data active means inhibition above about 30%, passing the limit was not always enough; inconclusive means no clear call, values can overlap the other calls;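 further: 0% = vehicle neutral wells and 100% = reference inhibitor wells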
Active calls of the source: *; u = inconclusive; x = no result given.

no.	mol	SR-BI HDL uptake	DAGLB inh	PKA-R2B act	Cardiac RTF inh	Keap1 Nrf2 FP	SR-BI DiI-HDL act	LANA DNA inh	Arr AP2 block	NSD2 inh	PvdQ inh
1	Cc1ccccc1OCCCC(=O)Nc1ccc(Br)cc1	4	-21	-11	-5	-2	-4	0.0	0	-1	-11
2	O=C(Nc1nncs1)c1cc2c(s1)CCC2	0	-1	-12	1	1	0	-0.8	-27	6	-6
3	Cc1ccc(OCC(=O)c2ccc(Cl)s2)c([N+](=O)[O-])n1	-2	4	-14	-18	-7	2	-0.7	-9	2	-10
4	NC(=O)C1CCN(C(=O)CCSCc2ccc(Cl)c(Cl)c2)CC1	-4	1	1	-3	1	4	-0.2	4	-1	2
5	CCOc1ccc(S(=O)(=O)/N=C(/Nc2ccc(C)c(S(=O)(=O)N3CCOCC3)c2)c2ccccc2)cc1	27	-5	-6	4	0	-27	0.0	-3	-1	-8
6	Cc1cc(C)cc(NS(=O)(=O)c2c(C)[nH]c(=O)[nH]c2=O)c1	-4	0	1	-5	-2	4	0.3	2	-9	-10
7	COc1cc([N+](=O)[O-])ccc1NC(=O)CSc1nccn1C	10	-1	1	8	-1	-10	0.1	-14	1	-3
8	Cc1ccccc1NC(=O)c1cccc2nccnc12	0	0	-3	-17	3	0	1.3	7	-3	-5
9	COC(=O)c1c(-c2ccc3ccccc3c2)csc1NC(=O)Cc1ccc(OC)c(OC)c1	28	-9	-3	-7	-16	-28	1.0	0	0	-25
10	CCOC(=O)c1oc2ccc3c(c2c1C)C(=O)CC1(CCN(C(=O)OCC)CC1)O3	-17	-2	-19	-15	-1	17	-0.2	5	0	-2
11	Cc1nc(NC2CCCCC2)c2nnn(Cc3ccccc3Cl)c2n1	x	-4	-8	-3	-5	x	1.4	-7	-4	-14
12	COc1ccccc1C(=O)N/C(=C\c1ccc(Br)cc1)C(=O)NCCO	-3	0	-15	4	4	3	0.5	-3	2	-6
13	COc1ccc(S(=O)(=O)N2CCSC2c2ccccc2)cc1 (stereo not drawn)	18	-9	-5	-5	-1	-18	-1.2	4	-2	-14
14	O=C(Nc1nnc(-c2ccc3c(c2)CCCC3)o1)c1ccc(Cl)cc1Cl	1	-4	6	-14	-5	-1	0.6	11	x	-15
15	O=C(Oc1cccc(C(=O)N2CCOCC2)c1)c1ccc(Br)cc1	13	-2	-3	-5	-1	-13	0.1	17	-2	6
16	Cc1cc(=O)oc(C)c1C(=O)NCc1ccco1	-31	0	-5	-2	1	31	0.9	24	2	5
17	O=C(Cc1ccc(Cl)cc1)Nc1ccc(N2CCCC2)cc1	-4	-1	-1	-8	-5	4	-1.3	1	2	-9
18	COc1ccc(/C=N/NC(=O)c2cccnc2)cc1	-2	-3	-6	-7	0	2	-1.6	12	0	-8
19	COc1ccc2[nH]c(C(=O)O)c(NS(=O)(=O)c3ccc(F)cc3)c2c1	-16	0	-5	7	-4	16	-0.6	0	1	-2
20	Nn1c(Cc2ccccc2)nnc1Cc1ccccc1	-18	-2	-7	1	-1	18	-0.2	-3	4	-7
21	CCc1c(C(=O)Nc2cc(C)cc(C)c2)[nH]c(C)c1C(C)=O	77*	-4	-21	-17	-4	-77	-1.8	-1	-9	-12
22	Cc1ccc(NC(=O)c2ncn(CC(=O)NCc3ccccc3)n2)cc1C	-9	-2	-7	-2	-6	9	-0.4	-4	x	-13
23	CN(C)S(=O)(=O)c1ccc(C(=O)Nc2nnc(SCC(=O)NCC3CCCO3)s2)cc1 (stereo not drawn)	-6	0	-20	0	-7	6	-0.8	1	0	-4
24	Cc1cccc(NNC(=O)C2CCC2)c1	3	2	-5	0	1	-3	-1.3	12	-2	-5
25	Cc1c(NC(=O)CN2CCN(c3ccccc3)CC2)c(=O)n(-c2ccccc2)n1C	6	-5	1	-13	0	-6	0.8	4	-1	-9
26	CCn1c(SCC(=O)N2CCN(c3ccccc3)CC2)nnc1-c1c[nH]c2ccccc12	64	1	12	-4	-9	-64	0.8	2	x	-3
27	COc1ccccc1/C=N/n1c(C)nnc1-n1nc(C)cc1C	-30	4	1	-10	3	30	1.1	-6	1	-12
28	COc1ccc(Cc2nnc(NC(=O)c3cc(OC)c(OC)c(OC)c3)s2)cc1OC	3	0	-8	9	u	-3	-0.3	22	1	9
29	CC(C)CNC(=O)CSc1nc(-c2cccs2)cc(C(F)(F)F)n1	34	-4	-8	3	1	-34	1.0	27	2	8
30	OCc1cc(-c2ccc(Cl)c(Cl)c2)on1	-14	-4	-8	-2	3	14	0.2	46	0	21

Given with one line to a screen: entries from further up.
#17 O=C(Cc1ccc(Cl)cc1)Nc1ccc(N2CCCC2)cc1
#18 COc1ccc(/C=N/NC(=O)c2cccnc2)cc1
#19 COc1ccc2[nH]c(C(=O)O)c(NS(=O)(=O)c3ccc(F)cc3)c2c1
#20 Nn1c(Cc2ccccc2)nnc1Cc1ccccc1
#21 CCc1c(C(=O)Nc2cc(C)cc(C)c2)[nH]c(C)c1C(C)=O

assay / entry | 17 | 18 | 19 | 20 | 21
SR-BI HDL uptake | -4 | -2 | -16 | -18 | 77*
DAGLB inh | -1 | -3 | 0 | -2 | -4
PKA-R2B act | -1 | -6 | -5 | -7 | -21
Cardiac RTF inh | -8 | -7 | 7 | 1 | -17
Keap1 Nrf2 FP | -5 | 0 | -4 | -1 | -4
SR-BI DiI-HDL act | 4 | 2 | 16 | 18 | -77
LANA DNA inh | -1.3 | -1.6 | -0.6 | -0.2 | -1.8
Arr AP2 block | 1 | 12 | 0 | -3 | -1
NSD2 inh | 2 | 0 | 1 | 4 | -9
PvdQ inh | -9 | -8 | -2 | -7 | -12

Values in list order from above:
LANA DNA inh, compounds 15–25, in order: 0.1, 0.9, -1.3, -1.6, -0.6, -0.2, -1.8, -0.4, -0.8, -1.3, 0.8
DAGLB inh, compounds 15–25, in order: -2, 0, -1, -3, 0, -2, -4, -2, 0, 2, -5

More entries follow:
no.	mol	SR-BI HDL uptake	DAGLB inh	PKA-R2B act	Cardiac RTF inh	Keap1 Nrf2 FP	SR-BI DiI-HDL act	LANA DNA inh	Arr AP2 block	NSD2 inh	PvdQ inh
31	COCCN(C(=O)CCC(=O)Nc1nccs1)C(C(=O)NC(C)(C)C)c1ccc(F)cc1 (stereo not drawn)	2	-3	3	-18	-2	-2	0.6	0	-2	-8
32	CCOc1ccc(N(CC(=O)NCCc2ccc(Cl)cc2)S(=O)(=O)c2c(C)[nH]c(=O)[nH]c2=O)cc1	-6	0	-6	-9	-2	6	-0.9	8	1	-8
33	COc1ccccc1CNC(=O)CN1C(=O)c2ccc([N+](=O)[O-])cc2C1=O	x	5	4	-23	2	x	-3.4	3	3	-3
34	COC(=O)c1ccccc1S(=O)(=O)N1CCC(C(=O)NCc2ccco2)CC1	-9	-2	-5	2	-4	9	2.0	16	1	3
35	O=C(Nc1nnc(-c2ccco2)s1)C1CC1	-24	1	1	-8	2	24	0.2	-1	1	-10
36	Cc1ccccc1C(=O)c1ccccc1C(=O)c1ccccc1	17	-5	3	3	2	-17	-0.2	-6	-3	-8
37	COc1cc(=O)[nH]c(SC(C)C(=O)Nc2ccc3ccccc3c2)n1 (stereo not drawn)	-6	2	13	-11	4	6	1.4	-10	-7	-10
38	Cc1ccccc1C(=O)N1CCC(C(=O)N2CCN(S(=O)(=O)c3ccccc3F)CC2)CC1	4	-1	-4	-1	-6	-4	0.3	2	-4	-2
39	CN(CC(O)COc1ccc2ccccc2c1)C1CCCCC1 (stereo not drawn)	-5	0	2	-8	-2	5	-1.3	-8	5	-20
40	O=C(Nc1ccc([N+](=O)[O-])cc1)NN1CCCCCC1	15	0	5	-7	-1	-15	-0.4	41	-1	6
41	O=C(Nc1cccc(Cl)c1)OCCN1CCN(Cc2ccccc2)CCC1=O	12	-2	-3	3	1	-12	-1.8	4	x	-15
42	O=C(c1ccccc1F)N1CCN(S(=O)(=O)c2ccc(S(=O)(=O)N3CCCCCC3)cc2)CC1	-16	-4	1	0	0	16	2.3	0	-1	-4
43	COc1ccc(C)cc1-n1c(SCC(=O)Nc2cc(C)on2)nc2ccccc2c1=O	-5	1	10	-2	-4	5	0.8	4	28	-11
44	Clc1ccc(-c2nnc(Sc3nc4ccccc4o3)c3ccccc23)cc1	43	-5	4	-4	2	-43	-3.0	-13	-3	-10
45	COC(=O)Nc1nnc(-c2ccccc2Cl)s1	6	-1	11	3	0	-6	1.4	-2	0	-3
46	Cc1ccc(C)c(OCC(=O)Nc2nc3ccc([N+](=O)[O-])cc3s2)c1C	42	2	-5	-15	-6	-42	2.8	5	0	-1
47	Cc1cccc(-c2nc3ccccc3c(=O)n2NC(=O)c2ccc([N+](=O)[O-])c(C)c2)c1	-1	2	0	-6	0	1	-1.0	10	-1	-13
48	O=C1C(Nc2ccccc2)=C2CCCC=C2N1c1ccccc1	79*	-1	-11	-8	-2	-79	2.1	10	29	-14
49	Cc1ccc(OCCNC(=O)/C=C/c2ccccc2)cc1C	15	-9	-18	-18	-2	-15	-1.2	6	-2	0
50	CC1CN(C(=O)Nc2ccc3c(c2)OCCO3)CC(C)O1 (stereo not drawn)	-1	-2	2	0	2	1	1.1	49	7	5

Record cards (already shown). Order of screens: SR-BI HDL uptake | DAGLB inh | PKA-R2B act | Cardiac RTF inh | Keap1 Nrf2 FP | SR-BI DiI-HDL act | LANA DNA inh | Arr AP2 block | NSD2 inh | PvdQ inh
Cc1ccccc1NC(=O)c1cccc2nccnc12 as listed: 0 | 0 | -3 | -17 | 3 | 0 | 1.3 | 7 | -3 | -5
CCc1c(C(=O)Nc2cc(C)cc(C)c2)[nH]c(C)c1C(C)=O as listed: 77* | -4 | -21 | -17 | -4 | -77 | -1.8 | -1 | -9 | -12
Cc1cccc(-c2nc3ccccc3c(=O)n2NC(=O)c2ccc([N+](=O)[O-])c(C)c2)c1 as listed: -1 | 2 | 0 | -6 | 0 | 1 | -1.0 | 10 | -1 | -13

Screening results as filed in PubChem BioAssay.
